High-throughput results deposited in PubChem by several laboratories.
E coli Lon inh = E. coli protease La inhibition; P0A9M0; inhibition, % at 7.94 µM; actives 0.42% (n = 360,000); purified E. coli Lon protease, fluorescence polarization; in the data active means inhibition above about 13%, passing the limit was not always enough;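 further: 0% = enzyme with probe and DMSO and 100% = no enzyme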
FAS TE block = FAS thioesterase (human) inhibition | P49327 | actives 0.67% (n = 360,000) | AID 602261 | inhibition, % at 15 µM | recombinant FAS-TE, OMFH fluorogenic substrate, fluorescence endpoint;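 active means compounds whose normalised, plate-corrected inhibition of enzyme fluorescence in the single-dose primary screen is 50% or more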;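 further: 0% = DMSO with enzyme and 100% = substrate without enzyme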
Neddyl block = blocks human cullin neddylation. P61081+Q13564. AID 651699. TR-FRET cullin neddylation, biochemical. actives 0.58% (n = 360,000). calls only at 25 µM; in the data active means inhibition above about 36%
MsrA act = bovine methionine sulfoxide reductase A activation; purified bovine MsrA, absorbance read-out; activation, % at 10.6 µM; actives 0.3% (n = 360,000); in the data active means activation above about 7.5%;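 further: 0% = vehicle and 100% = reference activator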
Rin1-Abl PPI inh = inhibitors of human Rin1-Abl protein interaction. actives 0.4% (n = 360,000). P00519+Q13671. TR-FRET Rin1/Abl binding, biochemical. AID 588664. inhibition, % at 7.35 µM; in the data active means inhibition above about 5%, passing the limit was not always enough
CendR NRP1 mod = modulators of CendR peptide binding to human neuropilin-1; O14786; FAM-RPARPAR peptide binding to NRP-1, fluorescence polarization; inhibition, % at 25 µM; actives 0.85% (n = 360,000);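 active means inhibition or corrected inhibition above about 18%, plus a signal ratio from 0.5 to 1.5, limit read from the data, passing the limit was not always enough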; further: strong numbers were not always called active
PABP1 MLLE inh = inhibitors of microRNA-mediated deadenylation, human PABP1 MLLE binding; inhibition, % at 20 µM; GST-MLLE / FITC-PAM2 fluorescence polarization; AID 588489; actives 0.36% (n = 360,000); in the data active means inhibition above about 35%, passing the limit was not always enough;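 further: plate controls were DMSO wells with GST-MLLE for no effect and wells lacking GST-MLLE protein for full effect; some results filed as inactive read as strong as hits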
Target sequence (P11940 whole entry, looked up): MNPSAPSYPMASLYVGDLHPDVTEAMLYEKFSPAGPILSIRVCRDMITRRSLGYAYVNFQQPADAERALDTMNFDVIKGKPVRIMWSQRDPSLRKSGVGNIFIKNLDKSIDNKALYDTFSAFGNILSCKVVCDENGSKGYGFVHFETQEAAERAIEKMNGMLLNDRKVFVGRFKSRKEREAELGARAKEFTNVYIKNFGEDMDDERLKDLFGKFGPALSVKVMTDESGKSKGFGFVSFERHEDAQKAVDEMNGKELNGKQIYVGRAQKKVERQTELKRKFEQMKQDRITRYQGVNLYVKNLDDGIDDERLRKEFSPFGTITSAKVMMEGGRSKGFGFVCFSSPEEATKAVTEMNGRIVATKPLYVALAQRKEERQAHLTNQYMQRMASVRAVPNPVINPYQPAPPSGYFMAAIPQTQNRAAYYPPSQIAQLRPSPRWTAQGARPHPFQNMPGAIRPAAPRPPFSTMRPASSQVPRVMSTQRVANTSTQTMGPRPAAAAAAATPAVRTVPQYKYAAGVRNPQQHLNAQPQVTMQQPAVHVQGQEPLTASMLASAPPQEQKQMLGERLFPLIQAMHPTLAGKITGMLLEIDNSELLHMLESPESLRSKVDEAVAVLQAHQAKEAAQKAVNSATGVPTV
MT1-MMP act inh = blocks activation of human MT1-MMP; P50281; HT1080 RFP-PRO-GFP cells, GFP/RFP ratio fluorescence, overnight; percent of plate control window, DMSO zero; GFP/RFP ratio change, % at 20 µM; actives 0.061% (n = 360,000);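 active means GFP/RFP ratio change of at least 30% with cell ATP level not reduced by more than half and red fluorescence within 50% of control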; further: strong numbers were not always called active
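Compound: 20 µM single dose, 1% DMSO / System: HT1080 RFP-PRO-GFP cells / Controls: DMSO and RFP-L50D-GFP cell wells / Read-out basis: GFP/RFP fluorescence ratio / Schedule: overnight compound exposure at 37 °C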
SKN-1 block = C. elegans SKN-1 inhibition; inhibition, % at 21.8 µM; C. elegans VP596 Pgst-4::GFP/RFP ratio, acrylamide-induced, 24 h; actives 0.49% (n = 360,000);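 active means interference check ratio from 0.5 to 1.5 plus GFP to RFP signal ratio inhibition reaching or exceeding a fixed threshold, cut at about 30% in these data, passing the limit was not always enough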; further: some compounds called inactive have numbers as strong as hits
Numbers without * were called inactive; i = inactive; . = no result given.

SMILES	E coli Lon inh	FAS TE block	Neddyl block	MsrA act	Rin1-Abl PPI inh	CendR NRP1 mod	PABP1 MLLE inh	MT1-MMP act inh	SKN-1 block
CC1=C(C(=O)N2CCOCC2)CC(CC(=O)NCCCN(C)C)C(=O)N1CCCN1CCCC1=O (configuration not stated)	-5	-3	i	-4	.	2	.	8	-8
O=C(O)C1CCCCC1C(=O)NCCCc1ccccc1 (configuration not stated)	3	-3	i	-2	4	11	-7	1	-2
Cc1nc2ccccc2c(=O)n1-c1ccc(NS(=O)(=O)c2cc(F)ccc2F)cc1	7	-4	i	-8	0	4	4	2	-5
Cc1cc(C)cc(NC(=O)c2cccn2-c2ncc(C(F)(F)F)cc2Cl)c1	3	23	i	-2	3	3	-9	-9	9
Cc1cc(NC(=O)Cn2cnc3c(cnn3C(C)(C)C)c2=O)no1	-2	-2	i	2	-3	13	9	2	17
CC(=O)Nc1ccc(N2CCN(Cc3ccccc3)CC2)cc1	1	-3	i	-2	2	15	-9	6	4
C=CCN(C)CC/C=C1\c2ccccc2CSc2ccccc21	-5	5	i	-1	2	10	-1	-10	-6
Cc1oc2cc3oc(=O)c(CCC(=O)N4CCC(C(=O)O)(c5ccccc5)CC4)c(C)c3cc2c1C	6	-3	.	-7	1	-12	-2	6	8
CN(Cc1ccccc1)c1cc2c(c3c1ccn3C)C1CCC2O1 (configuration not stated)	4	13	i	-1	-1	17	-3	3	19
Cc1ccc(Oc2ccc(NS(=O)(=O)c3cccc(C(=O)O)c3)cc2)cc1	-2	-10	i	-9	3	-14	-1	-2	2
CCN(C(=O)COC(=O)c1cccc(S(=O)(=O)N(C)C)c1)c1c(N)n(Cc2ccccc2)c(=O)[nH]c1=O	-6	-11	i	-2	2	1	4	-1	1
Cc1ccc(-c2n[nH]c(=O)c3ccccc23)cc1S(=O)(=O)NC(C)(C)C	0	1	i	0	3	-6	-3	8	8
CCOC(=O)C1=C(CS(=O)(=O)c2ccc(C)cc2)NC(=O)NC1c1cc(OC)c(O)c(OC)c1 (configuration not stated)	-3	-1	i	0	-3	14	10	1	-2
O=c1[nH]c(=O)n(Cc2ccco2)c2c1C(C(F)(F)F)(C(F)(F)F)N=C(c1ccco1)N2	-14	-9	i	-7	-2	-13	1	7	23
O=c1cc2c(nn1Cc1ccccc1)-c1ccccc1CC2	12	-4	i	-9	1	-5	-9	2	7
Cc1n[nH]c(C)c1CN(C)C(=O)C1CCC(=O)N(CCc2cccc(F)c2)C1 (configuration not stated)	6	-4	i	-5	3	-1	-4	0	-2
O=C1CNC(=S)N1C(CO)c1ccccc1 (configuration not stated)	2	-3	i	0	-2	3	-45	5	2
O=C(c1ccco1)N1CCN(C(=O)c2oc(=O)c3ccccc3c2-c2ccccc2)CC1	-8	-2	i	-3	-1	-4	-23	-1	8
Cc1cc(C)c(OCC(O)CN2CCN(c3ccccn3)CC2)c(C)c1 (configuration not stated)	1	-1	i	-2	0	13	3	5	-5
Cc1cccc(C)c1NC(=O)C(c1ccncc1)n1c(=O)c(-c2cc3ccccc3[nH]2)nc2ccccc21 (configuration not stated)	.	.	.	.	.	10	.	-14	-7
COc1ccc(CCNC2CC(C)N(C)CC2C)cc1OC (configuration not stated)	0	-7	i	-2	-1	-20	-1	4	-24
O=C1/C(=C/c2ccncc2)CCC/C1=C\c1ccncc1	-7	0	i	-6	7	-18	7	-13	5
COC(=O)c1cccc(NC(N)=S)c1	10	-1	i	1	1	9	-11	-4	-1
O=C(NCCCN1CCOCC1)c1cc(Cl)ccc1Cl	3	-4	i	-3	0	18	-6	-1	-10
CCOc1ccc2[nH]c3nc(SCC(=O)NC4CCCC4)nnc3c2c1	5	-4	i	-1	0	-9	-4	0	0
CCOc1ccccc1NC(=O)COC(=O)c1cc(C(=O)OC)cc([N+](=O)[O-])c1	-5	12	i	-1	1	3	-6	6	-5
CCCCc1c(Cc2ccccc2)ncn1CCc1ccccc1OC	3	12	i	-8	.	-2	.	2	-10
COc1ccccc1NS(=O)(=O)c1cc([N+](=O)[O-])ccc1N/N=C/c1sc(N2CCOCC2)nc1-c1ccccc1	-75	50	i	-2	5	-214	-157	-118	19
COc1ccc(/C=C\C(=O)CC(O)(c2ccccc2)C(F)(F)F)cc1 (configuration not stated)	5	-8	i	-2	3	-5	1	1	7
O=c1c2ccccc2c(C=Nc2ccc(S(=O)(=O)N3CCCCC3)cc2)c(O)n1-c1ccc(Cl)cn1	10	61*	i	-8	0	-8	-1	2	6
CC(C)(C)NC(=O)C(OC(=O)c1ccco1)c1ccc(Cl)cc1 (configuration not stated)	-4	-2	i	-3	2	8	-3	-5	16
CCNC(=S)N(Cc1ccco1)Cc1cc2cc3c(cc2[nH]c1=O)OCCO3	-3	-5	i	-6	-1	-5	-122	-1	9
COC(=O)c1nn(-c2ccc(OC)cc2)c(=O)cc1Oc1cccc(Cl)c1	-2	4	i	2	-1	4	7	-2	-18
Cc1cc(NS(=O)(=O)c2ccc(NC(=O)Nc3cccc(Cl)c3)cc2)no1	6	-5	i	-3	-1	-32	-10	9	-10
Cc1ccc(-c2csc(NC(=O)C3CCN(S(=O)(=O)c4cccs4)CC3)n2)cc1	-1	2	i	-4	0	3	-4	-10	1
Nc1c(/C=C2/C=CC(=O)C(O)=C2)c(=O)nc2sc(CC(=O)N3CCOCC3)nn12	-19	-3	i	-6	6	-66	-40	-14	12
CCn1c(=O)cc(SCC(=O)NCc2ccc(C)cc2)c2ccccc21	6	38	i	-2	-186	4	-7	4	-1
C=CCCOc1ccccc1C(N)=O	1	-5	i	-8	-3	0	17	-3	11
O=C(Cc1c(Cl)cccc1Cl)N1CCN(S(=O)(=O)c2cccs2)CC1	-14	17	i	-2	0	-14	-11	-10	19
CNC(=O)N(O)C1N(/N=C/c2ccc(C)cc2)C(=S)SC1(C)C (configuration not stated)	-3	0	i	-4	-4	2	0	-1	21
Cn1c2c(c(=O)n(C)c1=O)C(c1ccccc1OC(F)F)C1=C(CCCC1=O)N2 (configuration not stated)	-1	-6	.	-6	0	-9	3	3	2
Cc1cc2c(c(SCC#N)n1)C(=O)OC2	0	2	i	-1	1	-14	-1	-3	-7
COc1cccc(C2/C(=C(/O)c3ccc4c(c3)CC(C)O4)C(=O)C(=O)N2CC2CCCO2)c1 (configuration not stated)	14	-4	i	-8	0	-3	6	1	-6
O=C(CSc1ncn[nH]1)Nc1ccccc1-c1ccccc1	4	-22	i	-10	-1	-2	1	1	-17
OCC1(CCCc2ccccc2)CCN(C2CCC2)CC1	-5	-4	i	-4	1	9	11	-4	-16
CN(Cc1ccccc1)C(=O)C(=O)c1cn(CC(=O)N2CCCC2)c2ccccc12	0	-2	i	-2	3	14	-9	-4	-1
CCC(=O)Oc1ccc(NC(=O)CSCc2ccccc2)cc1	-7	-2	i	-4	-2	14	1	7	5
COC(Cn1c(C)c(C(C)=O)c(C(C)=O)c1C)OC	7	-10	i	-6	0	12	5	1	1

Another view of part of the listing above:
| compound | E coli Lon inh | FAS TE block | Neddyl block | MsrA act | Rin1-Abl PPI inh | CendR NRP1 mod | PABP1 MLLE inh | MT1-MMP act inh | SKN-1 block |
| --- | --- | --- | --- | --- | --- | --- | --- | --- | --- |
| COc1cccc(C2/C(=C(/O)c3ccc4c(c3)CC(C)O4)C(=O)C(=O)N2CC2CCCO2)c1 (configuration not stated) | 14 | -4 | i | -8 | 0 | -3 | 6 | 1 | -6 |
| O=C(CSc1ncn[nH]1)Nc1ccccc1-c1ccccc1 | 4 | -22 | i | -10 | -1 | -2 | 1 | 1 | -17 |
| OCC1(CCCc2ccccc2)CCN(C2CCC2)CC1 | -5 | -4 | i | -4 | 1 | 9 | 11 | -4 | -16 |
| CN(Cc1ccccc1)C(=O)C(=O)c1cn(CC(=O)N2CCCC2)c2ccccc12 | 0 | -2 | i | -2 | 3 | 14 | -9 | -4 | -1 |

(list continues)
SMILES	E coli Lon inh	FAS TE block	Neddyl block	MsrA act	Rin1-Abl PPI inh	CendR NRP1 mod	PABP1 MLLE inh	MT1-MMP act inh	SKN-1 block
O=C1C=C(c2ccccc2)C(c2ccccc2)C1O (configuration not stated)	2	-2	i	0	1	12	-16	4	-4
O=C(CSc1nnc(-c2ccc(Cl)cc2)n1Cc1ccco1)Nc1ccc2c(c1)OCCO2	-3	20	i	-2	4	2	-40	-5	-4
Fc1ccccc1NC(=S)NCCc1ccccc1	-1	2	i	-1	-2	8	14	2	25
Cn1cc(/C=C/C(=O)c2ccccc2)c2ccccc21	-60	8	i	9.1*	-4	-19	-35	-15	-4
Cc1nnc(C)n1/N=C/c1cccs1	-15	-9	i	0	3	8	2	9	-9
O=C1C2C3C=CC(C4CC34)C2C(=O)N1Cc1ccccc1 (configuration not stated)	0	-5	i	-3	2	0	0	1	-5
Cc1ccc2oc(=O)n(CCOc3ccccc3Cl)c2c1	-1	26	i	-1	-2	-9	24	-2	8
Cc1ccc(S(=O)(=O)N2CCCC2)cc1C(=O)NCCOc1ccccc1	4	1	i	-2	1	11	-1	0	9
COc1cccc(CN(CC(=O)NCC2CCCO2)C(=O)CCC(=O)Nc2cc(C)on2)c1 (configuration not stated)	3	0	i	-4	-1	-8	0	1	-13
COc1cc(/C=N/N(c2ccccc2)c2ccccc2)ccc1O	6	41	i	-11	-4	12	4	-1	0
CC(C)/C=C/CN1CCN(CCCc2ccccc2)C(CCO)C1 (configuration not stated)	9	-4	i	-5	-3	6	6	1	-2
COc1ccc(NC(=O)CN2C(=O)CSC2=O)cc1	-2	-3	i	-4	-1	1	21	7	-4
COC(=O)/C(=C1/Oc2ccc(C(C)(C)C)cc2S1)C(F)(F)F	-2	2	i	-5	-6	8	-7	2	-8
CN(Cc1nccs1)C(=O)C1CCC(=O)N(Cc2ccccc2F)C1 (configuration not stated)	-6	-8	i	-1	-1	2	-1	0	18
Cc1ccc(S(=O)(=O)N2CCN(C(=O)CN3CCCSc4ccccc43)CC2)cc1	-12	22	i	-3	0	1	11	0	6
Cc1nc2ccccc2cc1C(=O)N/N=C/c1ccc([N+](=O)[O-])cc1	-5	4	i	-3	-6	7	-1	6	11
N/C(=N\O)c1ccc(NC(=O)c2cccs2)cc1	-11	-13	i	-3	-1	7	-8	6	-7
COc1ccc(CC(=O)Nc2nc(-c3cccc([N+](=O)[O-])c3)cs2)cc1	-2	-1	i	-2	-4	16	10	3	12
COc1ccc(-c2cc3cc(-c4cc(OC)c(OC)c(OC)c4)ccc3o2)cc1	-3	1	i	-2	3	16	0	2	25
CCNc1cc(Cl)nc(SC)n1	4	-2	i	-2	-2	-1	8	-3	1
OCCN1CCN(CC(O)COCCOc2ccc(Br)cc2)CC1 (configuration not stated)	69*	-9	i	0	0	-10	3	4	-10
Cc1cc(=O)[nH]c2c(C)cc(S(=O)(=O)Nc3ccc(O)cc3)cc12	-11	-7	i	-2	5	10	-1	-2	-4
CC(C)CNC(=O)C1C(=O)Nc2ccccc2C(=O)N1C(C)(C)C (configuration not stated)	.	.	i	.	.	12	.	-6	-11
C=CCn1cccc(C(=O)Nc2ccc(C)cc2)c1=O	1	-2	i	-2	-2	-4	12	1	7
COc1cc(C)cc(CN2CCC(Cc3ccccc3)CC2)c1O	-9	-31	i	-3	3	1	3	-4	10
COc1cc([N+](=O)[O-])ccc1NC(=O)NNC(=O)CCc1ccccc1	-5	17	i	-4	4	2	9	2	-2
O=c1oc2ccccc2c(CNc2ccccc2)c1[N+](=O)[O-]	-6	4	i	1	-1	13	10	-3	5
COc1ccc(Br)cc1/C=N/NC(=O)CNC(=O)C1COc2ccccc2O1 (configuration not stated)	-3	11	i	-3	0	11	-2	1	12
OCC1(Cc2ccccc2)CCN(Cc2ccccn2)CC1	2	-3	i	-4	1	6	-1	4	1

Compounds were not picked by outcome. About 4% of those tested had a hit in this group.
